# Screening data from PubChem BioAssay.
# mIAP act = increases mouse intestinal alkaline phosphatase activity; muIAP, CDP-Star luminescence, 30 min; stronger effect = higher value; 1 = vehicle-only enzyme signal, 0 = enzyme-free wells; activation factor at 10 µM; actives 0.24% (n = 330,000); AID 2805;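 active = activation factor of at least 2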; also: the source names both 10 and 20 µM as test concentration; values of inactives mirror those of a sister screen read the other way
#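 also added = chemiluminescent substrate CDP-Star | test system = mouse IAP enzyme | signal = chemiluminescence readout | compound = DMSO-dissolved test compounds | incubation = 30 min at room temperature | benchmarks = DMSO wells, no-enzyme wells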
# APOBEC3A inh = blocks human APOBEC3A ssDNA deamination; P31941; recombinant A3A, FAM/TAMRA ssDNA deamination fluorescence; inhibition, % at 20 µM; actives 0.41% (n = 330,000);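 active = at least 40% inhibition at 20 µM here, with at most 30% in a related deaminase screen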;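 also: plate controls were A3A with DMSO for no effect and wells lacking A3A enzyme for full effect; some results filed as inactive read as strong as hits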
# Target sequence (P31941 whole entry, looked up): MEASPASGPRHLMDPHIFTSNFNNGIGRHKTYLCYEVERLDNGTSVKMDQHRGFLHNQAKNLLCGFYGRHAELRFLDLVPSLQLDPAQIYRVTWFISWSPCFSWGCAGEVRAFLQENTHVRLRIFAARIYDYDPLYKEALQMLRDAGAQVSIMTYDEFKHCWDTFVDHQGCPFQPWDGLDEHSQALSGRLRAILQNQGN
# MPTP inh = permeability transition pore inhibition; isolated mouse mitochondria, Ca2+ swelling absorbance, 30 min; inhibition, % at 10 µM; actives 1.4% (n = 360,000); AID 602449;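 active = inhibition of 50% or more, scaled per plate between neutral and stimulator controls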;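 also: 0% = DMSO wells given calcium and 100% = 1 mM EGTA wells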
# hIAP activ = human IAP activation; P09923; purified human IAP, CDP-Star luminescence, 30 min; stronger effect = higher value; 1 = vehicle-only enzyme, 0 = enzyme-free background; activation factor at 10 µM; actives 0.16% (n = 330,000); AID 2524;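 active = activation factor of the enzyme at least 2-fold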; also: the source names both 10 and 20 µM as test concentration; values of inactives mirror those of a sister screen read the other way
# Target sequence (P09923 whole entry, looked up): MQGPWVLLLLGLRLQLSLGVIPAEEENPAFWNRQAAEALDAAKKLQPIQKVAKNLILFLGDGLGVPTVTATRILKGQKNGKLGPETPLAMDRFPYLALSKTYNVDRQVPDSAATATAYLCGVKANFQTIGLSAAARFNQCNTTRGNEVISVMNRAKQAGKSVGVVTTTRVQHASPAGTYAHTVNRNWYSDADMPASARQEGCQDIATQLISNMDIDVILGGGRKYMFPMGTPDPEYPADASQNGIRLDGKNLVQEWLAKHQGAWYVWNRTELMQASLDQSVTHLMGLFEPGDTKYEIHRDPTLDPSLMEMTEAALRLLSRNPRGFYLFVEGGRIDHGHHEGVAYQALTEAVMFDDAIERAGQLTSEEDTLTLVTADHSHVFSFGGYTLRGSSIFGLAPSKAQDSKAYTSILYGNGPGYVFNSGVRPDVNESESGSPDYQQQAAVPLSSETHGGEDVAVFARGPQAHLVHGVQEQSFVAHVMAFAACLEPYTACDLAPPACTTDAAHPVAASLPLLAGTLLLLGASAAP
# A3G deaminase = blocks human APOBEC3G single-stranded DNA deamination. Q9HC16. recombinant A3G, ssDNA deamination FAM/TAMRA fluorescence. inhibition, % at 20 µM. actives 0.28% (n = 330,000). AID 493012;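 active = inhibition of at least 40% at 20 µM, with no more than 30% in the related APOBEC3A deaminase screen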;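 also: plate controls were DMSO wells with A3G for no effect and wells lacking A3G enzyme for full effect; some compounds called inactive have numbers as strong as hits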
# Target sequence (Q9HC16 whole entry, looked up): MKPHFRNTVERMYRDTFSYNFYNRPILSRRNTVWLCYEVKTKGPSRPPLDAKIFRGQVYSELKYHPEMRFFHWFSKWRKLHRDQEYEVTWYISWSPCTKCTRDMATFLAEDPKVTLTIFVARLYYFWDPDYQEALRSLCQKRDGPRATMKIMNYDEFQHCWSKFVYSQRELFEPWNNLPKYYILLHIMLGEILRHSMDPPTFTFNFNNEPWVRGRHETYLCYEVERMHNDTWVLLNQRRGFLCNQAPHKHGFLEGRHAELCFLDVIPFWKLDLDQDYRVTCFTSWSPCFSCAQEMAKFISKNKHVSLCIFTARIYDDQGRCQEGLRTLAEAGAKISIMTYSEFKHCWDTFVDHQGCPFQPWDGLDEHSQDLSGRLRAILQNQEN
# mIAP block = blocks mouse intestinal alkaline phosphatase. actives 0.2% (n = 330,000). inhibition, % at 10 µM. purified mouse IAP, CDP-Star luminescence, 30 min. AID 2806;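 active = inhibition of at least 40% at 10 µM in the primary screen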;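 also: plate controls were DMSO with enzyme for no effect and no enzyme wells for full effect; values of inactives mirror those of a sister screen read the other way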
# NR3A LBD binder = modulators (binders) of human NR3A ligand-binding domain | NR3A LBD differential scanning fluorimetry, Tm shift; 0% = protein alone, 100% = glycine-bound protein | Tm shift relative to glycine control, % at 25 µM | actives 2.5% (n = 340,000) | AID 1259313;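 active = melting temperature shift of at least 10% of the positive control shift, at one fixed dose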
# hIAP inh = blocks human intestinal alkaline phosphatase; P09923; purified IAP, CDP-Star luminescence, 30 min; inhibition, % at 10 µM; actives 0.12% (n = 330,000); AID 2544;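 active = inhibition reaching a set limit with compound at 10 µM in the primary screen, cut at about 35% in these data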;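 also: plate controls were DMSO wells with enzyme for no effect and no-enzyme buffer wells for full effect; values of inactives mirror those of a sister screen read the other way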
# MIN6 prolif = induces beta-cell replication in MIN6 cells; MIN6 cells proliferation, ATPlite luminescence, 48 h; cells starved in 0.2% serum; 100% = growth in 10% serum; proliferation, % at 10 µM; actives 0.29% (n = 330,000); AID 2380;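 active = compounds whose signal lies at least 3.5 SD above the mean of all wells on their plate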;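 also: 0% = DMSO-treated cells in low-serum medium and 100% = 10% serum control; some compounds called inactive have numbers as strong as hits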
# Numbers without * were called inactive; . = no result given; & = joins results of further samples.
SMILES,mIAP act,APOBEC3A inh,MPTP inh,hIAP activ,A3G deaminase,mIAP block,NR3A LBD binder,hIAP inh,MIN6 prolif
Nc1c(C2=NCCO2)nnn1Cc1ccccc1,0.94,-3,-1.8,1.2,-5,6,-2,-17,-3
O=C(NCc1ccco1)C1CC2CCC1C2 (centres undefined),0.95,1,-1.3,0.88,-3,5,-2,12,-3
O=C(C[n+]1cc(-c2ccccc2)n2c1CCCCC2)c1ccc(Cl)cc1,1,-3,4.5,1.4,-4,-2,-2,-40,-6
O=C(O)c1ccc(NCc2nc3ccccc3n2Cc2ccccc2)cc1,1,-2,-0.2,1,-4,0,-1,-3,3
O=C(Oc1ccccc1/C=C\C(=O)c1cc2ccccc2o1)c1cccc(F)c1,0.79,4,-15,0.76,-2,21,-4,24,-6
Nc1nonc1OCCOCCOCCOc1nonc1N,1,-7,1.8,0.93,-8,-2,-2,7,-4
CC(NC(=O)c1cccc(F)c1)C1CC2CCC1C2 (centres undefined),1.1,-3,2.1,1.2,-2,-9,-1,-24,-2
COc1ccc(Nc2ccccc2NC(=O)c2ccccc2Br)cc1,1.1,0,0.2,0.91,15,-9,-4,9,0
N#Cc1cnn2c1nc(N1CCOCC1)c1ccccc12,0.96,3,0.3,0.97,2,4,0,2,4
CC(C)CNC(=O)c1ccccc1-c1ccccc1C(=O)O,1,-6,0.5,0.96,-5,0,1,4,7
COc1cc(NC(=O)COC(=O)/C=C/c2ccc(Cl)cc2Cl)cc(OC)c1,1,1,2.7,0.92,-4,-4,14*,8,0
COc1cc2c(cc1OC)CN(C(=O)/C=C/c1cccc([N+](=O)[O-])c1)CC2,0.98,0,1.0,0.91,-7,2,-2,9,-2
CCOc1cc(/C=N/NC(N)=S)cc(Br)c1OCc1ccccc1C,1,-6,1.8,1.1,-8,-4,-1,-10,-6
CN(C)C(CNc1ncnc2sccc12)c1cccs1 (centres undefined),0.92,0,0.4,1.1,-3,8,1,-10,-1
O=C1CC(c2ccccc2Cl)CC(O)=C1C=Nc1ccccc1 (centres undefined),1.1,-4,11,1.1,-1,-9,1,-9,0
O=C(NCc1cccs1)C1CCN(S(=O)(=O)c2ccc(Cl)cc2)CC1,0.97,-3,-0.9,1,-10,3,2,-2,1
COc1ccc(CNC(=O)c2c[nH]c3c(OC)cc(OC)cc3c2=O)cc1,1,-4,0.4,1.2,-8,0,2,-24,0
O=C1C=C(c2ccc3ccccc3c2)C[C@@H](c2ccc(Cl)cc2)C1,0.9,-1,-1.8,0.87,-9,10,3,13,-2
CCc1nc(SCC(=O)c2cc(C)ccc2C)n[nH]1,1,0,-0.5,0.98,-1,-4,1,2,-2
CCn1cc([N+](=O)[O-])c(C(=O)N2N=C(c3ccc(Cl)c(Cl)c3)CC2c2ccccc2O)n1 (centres undefined),0.91,0,0.3,0.87,-7,9,7,13,-6
C=CCNCCOc1ccc(C)cc1[N+](=O)[O-],0.98,-2,-1.1,1.1,-9,2,-4,-11,1
COc1ccccc1N1CCN(CC(O)COc2cccc3ccccc23)CC1 (centres undefined),1&1.1,-4&-2&-3,2.4&-0.5,0.85&1,-9&-5&-5,-2&-7,-1&-3,2&-2,-2&-5
CCCC(=O)n1nc(-c2ccc(C)cc2)nc1NCc1ccco1,0.98,1,14,0.94,2,2,-1,6,2
Cc1cccc(C(=O)n2c(=S)nc3cc(C)ccn32)c1,0.97,-2,3.4,1.1,15,3,-3,-9,-4
COC(=O)c1cnc(SCc2ccc(C)cc2)n1C,0.91,-1,-1.0,0.98,-5,9,2,2,0

# Of the compounds above, these have bromine:
SMILES,mIAP act,APOBEC3A inh,MPTP inh,hIAP activ,A3G deaminase,mIAP block,NR3A LBD binder,hIAP inh,MIN6 prolif
COc1ccc(Nc2ccccc2NC(=O)c2ccccc2Br)cc1,1.1,0,0.2,0.91,15,-9,-4,9,0
CCOc1cc(/C=N/NC(N)=S)cc(Br)c1OCc1ccccc1C,1,-6,1.8,1.1,-8,-4,-1,-10,-6

# New compounds follow.
SMILES,mIAP act,APOBEC3A inh,MPTP inh,hIAP activ,A3G deaminase,mIAP block,NR3A LBD binder,hIAP inh,MIN6 prolif
CCc1ccc(C(=O)CSc2nnc(C3CC3)n2C2CC2)cc1,0.89,-3,-0.1,0.83,-10,11,-1,17,-2
CCC(=O)N1CCc2cc(S(=O)(=O)N3CCc4ccccc4C3)ccc21,1,-4,-0.5,1,-11,-5,2,-2,-1
N#Cc1nc(COc2ccccc2F)oc1NCCCn1ccnc1,0.91,1,-0.8,0.96,1,9,0,4,-2
Cc1[nH]c(=O)[nH]c(=O)c1CSc1nnc([C@H](CC(C)C)NC(=O)OC(C)(C)C)o1,1,-4,-7.3,1.1,-7,-2,0,-13,-2
CN(c1ccc(F)cc1)S(=O)(=O)c1ccc2[nH]cc(C(=O)O)c(=O)c2c1,1,5,6.7,1,-5,-1,-6,-3,-2
COc1ccc(C(=O)N[C@H](C(=O)Nc2ccc(S(=O)(=O)N3CCOCC3)cc2)C(C)C)cc1,1.1,0,2.7,1.3,-3,-8,0,-25,-1
COCc1ccc([C@@H]2C[C@H]3CN(Cc4cccnc4)C(=O)[C@]34CCCN24)o1,0.95,0,3.4,1,-4,5,0,-2,3
Cc1ccccc1C(=O)N1CCC(C(=O)Oc2ccc(C#N)cc2)CC1,0.99,-2,0.4,1,-10,1,0,0,-1
Cc1ccc(NC(=S)Nc2c(C)n(C)n(-c3ccccc3)c2=O)cc1,0.9,1,-1.9,0.81,-7,10,-2,19,0
CCc1ccccc1Oc1coc2cc(O)ccc2c1=O,0.96,-3,0.0,0.85,-9,4,-1,15,1
CCOC(=O)C1(CCCc2ccccc2)CCN(C(=O)CCn2cncn2)CC1,1.1,1,1.4,0.87,-4,-7,-1,13,0
OC(CNCc1ccccc1)COc1ccccc1 (centres undefined),0.98,2,-1.3,1,5,2,2,-4,-2
COc1ccc(CCC(=O)N(c2nnc(-c3cccnc3)s2)C(C)C)cc1,1.1,2,0.5,1,0,-10,-2,-4,-3
COc1cc(OC)cc(C(=O)N2CCN(c3ncccn3)CC2)c1,0.96,1,2.7,1,-1,4,1,-3,-1
Nc1c(N(CCC2=CCCCC2)C(=O)Cc2ccccc2F)c(=O)[nH]c(=O)n1Cc1ccccc1,0.89,7,-1.0,1,0,11,0,-2,-5
COC(=O)/C=C/c1ccc(-n2cncn2)cc1,0.96,-1,0.3,0.89,-2,4,-1,11,1
CCCC(=O)NC(c1ccco1)c1cc(Cl)c2cccnc2c1O (centres undefined),0.92,0,-8.6,1.5,-6,8,3,-48,-6
CCN(CC)S(=O)(=O)c1ccc(C(=O)NCCN2C(=O)S/C(=C\c3cccnc3)C2=O)cc1,0.94,6,-0.6,1.2,-4,6,-1,-17,-5
COc1ccc(C(=O)NC(C)CCc2ccccc2)c(O)c1 (centres undefined),0.98,-3,1.3,0.92,-10,2,-12,8,-1
Cc1ccc(C(=O)NNC(=O)c2cc(OCC(F)(F)F)ccc2OCC(F)(F)F)cc1,1,3,3.6,1,4,-5,1,-1,1
COc1ccc(CN2CCC(C(=O)c3ccc(F)cc3)CC2)cc1,1,-3,-0.1,1.1,-5,-4,-3,-11,-2
CC(C)CC(=O)N[C@H](C(=O)N[C@H](C(=O)N[C@@H](CC(C)C)[C@@H](O)CC(=O)N[C@@H](C)C(=O)N[C@@H](CC(C)C)[C@@H](O)CC(=O)O)C(C)C)C(C)C,1,6,-1.7&-1.1,0.97,75*,0,-1,3,-5
C/C(=N\Nc1nc(N)cc(Cl)n1)c1ccc(Cl)c(Cl)c1,1,-6,-3.5,1.1,-7,-1,18*,-12,-4
CCN1C(=O)C2(C(C(=O)c3ccc(C)o3)=C(O)C(=O)N2CCCN2CCOCC2)c2ccccc21 (centres undefined),1.2,0,-0.7,1.1,-2,-16,0,-15,-1
C[C@@H](CO)NC(=O)c1ccc2c3n(nc2c1)-c1ccc(Cl)cc1CO3,1.1,-5,-0.9,1.1,-14,-7,-1,-8,-2
# (continued)
SMILES,mIAP act,APOBEC3A inh,MPTP inh,hIAP activ,A3G deaminase,mIAP block,NR3A LBD binder,hIAP inh,MIN6 prolif
Cc1ccc(NS(=O)(=O)c2cc(C(=O)Nc3cccc([N+](=O)[O-])c3)ccc2C)cc1,0.94,0,38,0.89,-8,6,21*,11,-5
CCOc1ccc(N2C(=O)CC(N(CCc3ccc(OC)cc3)C(=O)c3cccc(F)c3)C2=O)cc1 (centres undefined),1.1,-3,-2.2,1.1,-11,-12,0,-6,-2
Cc1csc(NS(=O)(=O)c2cccc([N+](=O)[O-])c2)n1,1,-2,-1.0,0.9,-3,0,1,10,-1
CC(C)(C)c1ccc(-c2nc(C#N)c(N3CCC(C(N)=O)CC3)o2)cc1,1,-2,0.6,0.82,-8,-3,-14,18,-2
CCOc1ccc(S(=O)(=O)Nc2cccc(C(=O)N(C)Cc3cccc(OC)c3OC)c2)cc1,0.94,-3,0.3,0.87,-3,6,-1,13,3
C=CCNC(=S)N1CCN(c2ccccc2Cl)CC1,1,0,1.4,1,-1,-1,-4,-4,-3
COc1ccc(N2CCN(C(=O)c3ccc(S(=O)(=O)N4CCCCCC4)cc3)CC2)cc1,0.95,0,-0.9,0.87,-2,5,-1,13,-1
O=C(NC1CCCCC1)c1ccccc1NC(=S)NC(=O)C1CCC1,0.99,-3,-1.1,0.87,-5,1,1,13,-1
O=C(COc1ccccc1Cl)c1ccc[nH]1,0.9,38,0.8,1.2,28,10,-2,-24,-1
CCN(C(=O)COC(=O)C12CC3CC(CC(NC(C)=O)(C3)C1)C2)C1CCCCC1,0.89,2,-0.5,0.94,-1,11,1,6,5
O=C(CNC(=O)OCc1ccccc1)Nc1ccc(F)cc1,1.1,67*,-1.3,0.99,20,-11,1,1,1
Cc1ccc(-c2noc(CN(C(=O)CCCN3C(=O)c4ccccc4C3=O)C(C)C)n2)cc1,0.99,1,-0.2,1.2,-1,1,2,-17,2
Cc1ccc(S(=O)(=O)n2[nH]c(=O)cc2NC(=O)c2cccs2)cc1,1.1,-1,.,1.1,-11,-7,.,-6,-4
N=C1C(c2ccccc2)=C(O)CN1NC(=O)c1ccccc1,0.86,1,1.5,1.6,-3,14,1,-63,-3
O=C(O)c1ccc(N/N=C/c2c[nH]c3ccccc23)cc1,1,-8,3.0,1.1,-9,-3,10*,-9,-3
Cc1ccc(C(=O)NNC(=O)c2ccc(C)cc2)cc1,0.9,-3,-0.8,1.2,-5,10,-1,-21,2
O=C(Cn1c(=O)cnc2ccccc21)NCC(=O)Nc1ccc(F)c(F)c1,0.97,1,-1.6,0.98,0,3,2,2,5
O=C(NCCCN1CCCC1)c1ccc(Cn2c(=S)[nH]c3ccc(Br)cc3c2=O)cc1,1.1,-5,.,0.98,-5,-8,.,2,-7
COc1ccc(Nc2ncnc3sccc23)c(OC)c1,0.93,1,-1.0,1.1,-3,7,-1,-6,-3
O=C1N/C(=C\c2ccc(O)cc2)C(O)=C1C=NCc1ccccc1,0.84,1,2.3,0.87,-6,16,-13,13,0
O=C(CCc1ccccc1)NNC(=O)Nc1ccc(Br)cc1,0.97,0,40,1.3,-3,3,12*,-29,-1
COc1cc2c(cc1NC(=O)COC(=O)[C@@H](NC(=O)c1ccccc1)C(C)C)oc1ccccc12,1,-3,0.4,0.82,-7,-4,-5,18,-5
CCC(CC)C(=O)c1c[nH]c(C(=O)NCc2ccccn2)c1,0.95,8,12,0.92,-5,5,0,8,-3
COc1ccc(N(CC(=O)NCCc2cccc(C)c2)S(=O)(=O)c2c(C)noc2C)cc1,1.1,5,0.3,0.84,6,-12,0,16,-4
